HSP90 inh: inhibitors of HSP90 luciferase refolding in rabbit reticulocyte lysate | luciferase refolding luminescence, 3 h | inhibition, % at 5.6 µM | 290,000 compounds, 0.91% hits | AID 1789;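 active = inhibition above the screen-wide mean plus 3 SD, computed separately per campaign, cut at about 16% in these data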;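 also: 0% = DMSO wells and 100% = 60 µM geldanamycin wells; inhibitors lower the luminescence because luciferase stays unfolded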
IEC-6 cytotox: kills IEC-6 intestinal cells in KLF5 counter-screen; IEC-6 cytotoxicity, luminescence viability; inhibition, % at 5 µM; 290,000 compounds, 0.78% hits; AID 1825; in the data active = inhibition above about 22%;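 also: 0% = plate median of test compound wells and 100% = cytotoxic reference compound wells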
HIF act: HIF pathway transcriptional activation; U2OS HRE-luciferase reporter, luminescence; normalized: DMSO 0%, desferrioxamine 100%; activation, % at 7.5 µM (by protocol); 300,000 compounds, 0.32% hits; AID 1910;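 active = mean activation of at least 10% of the iron chelator positive control signal, with at least half of replicates also reaching 10%; inconclusive = mean and replicate majority disagree about reaching 10%; inactive = mean and most replicates under 10%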
aSyn 5UTR inh: MLPCN primary screen, SNCA 5' untranslated region | alpha-synuclein 5'UTR reporter, inhibitor activity | inhibition, % (tested at 7.5 µM) | 300,000 compounds, 0.82% hits | AID 1813; in the data active = inhibition above about 60%; inconclusive = no clear call, values can overlap the other calls;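 also: H4 neuroglioblastoma cells stably carrying SNCA 5'UTR luciferase fusion; 0% = DMSO wells and 100% = positive control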
HDAC3 inhib: inhibitors of human histone deacetylase 3; recombinant HDAC3, fluorogenic peptide/trypsin coupled, fluorescence; inhibition, % at 8.3 µM; 320,000 compounds, 0.15% hits; AID 2718; in the data active = inhibition above about 26%, passing the limit was not always enough; inconclusive = no clear call, values can overlap the other calls
Target sequence (O15379 whole entry, looked up): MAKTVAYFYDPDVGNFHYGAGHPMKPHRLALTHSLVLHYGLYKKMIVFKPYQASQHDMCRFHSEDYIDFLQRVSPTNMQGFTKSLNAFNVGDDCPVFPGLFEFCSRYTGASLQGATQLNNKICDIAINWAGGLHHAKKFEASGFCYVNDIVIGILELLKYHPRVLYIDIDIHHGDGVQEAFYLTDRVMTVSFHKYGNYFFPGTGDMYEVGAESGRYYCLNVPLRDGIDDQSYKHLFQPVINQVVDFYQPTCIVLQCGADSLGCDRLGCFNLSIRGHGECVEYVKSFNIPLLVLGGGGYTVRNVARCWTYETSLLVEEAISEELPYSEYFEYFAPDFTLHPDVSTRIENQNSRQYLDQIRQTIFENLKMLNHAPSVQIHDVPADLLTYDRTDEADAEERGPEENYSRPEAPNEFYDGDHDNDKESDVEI
HSF1 activator: increases HSF-1 driven luciferase reporter signal; AID 504408; NIH3T3-HGL HSF-1 luciferase reporter, MG132, 8 h; 100% = twice DMSO control signal; 300,000 compounds, 1.7% hits; activation, % at 9 µM;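 active = mean replicate activation of at least 50% with a set share of replicates each reaching 50%; inconclusive = only one of those two conditions met; inactive = mean below 50% and too few replicates reaching it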;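 also: 0% = median of the neutral control wells and 100% = twice that signal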
HSF1 inh: HSF1 inhibition. NIH3T3-HGL HSE-luciferase, MG132-induced, luminescence 8 h; active compounds read low. activity change, negative = inhibition, % at 7.5 µM (by protocol). 300,000 compounds, 0.77% hits. AID 2098;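 active = more than half of replicate wells show activity change below -50%, luminescence cut by over half; inconclusive = some wells, but at most half, below -50%; inactive = no replicate well below -50%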;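 also: luciferase reports HSF-1 transcriptional activity via heat shock element; 0% = median of DMSO wells and -100% = zero luminescence signal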
Platelet DG rel: modulates dense granule release in human platelets. human platelet-rich plasma, SFLLRN dense granule ATP release, luminescence. inhibition, %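 (compounds screened at 7.5 µM in platelet-rich plasma)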. 300,000 compounds, 0.22% hits. AID 1663;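 active = mean replicate score, as percent of positive control, at or above 50; inconclusive = mean below 50 but at least one replicate at or above 50; inactive = mean and every replicate below 50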
AI-2 QS modul: modulators of Vibrio harveyi AI-2 quorum sensing system. Vibrio harveyi JMH597 AI-2 luminescence/OD600 ratio, 9 h; active compounds read low; strain lacks LuxN and CqsS sensors; 0 = neutral-control median. activity change, % at 7.5 µM. 300,000 compounds, 0.4% hits. AID 2094; in the data active = activity change below about -75%, passing the limit was not always enough; inconclusive = no clear call, values can overlap the other calls;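 also: luminescence divided by OD600 gain over 9 h not by final OD600 alone; inactives centre near 13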
KLF5 inh: suppresses KLF5 promoter-driven expression; inhibition, % at 5 µM; AID 1700; DLD-1 KLF5 promoter-luciferase reporter, luminescence; 290,000 compounds, 0.23% hits;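 active = inhibition above a per-plate limit of that plate's mean compound inhibition plus 3 SD, cut at about 60% in these data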;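 also: 0% = DMSO wells and 100% = LY294002 at 200 µM; higher means less KLF5 promoter-driven luciferase light; inactives centre near -14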
The depositor's hits bear a star; ? = inconclusive; . = not tested or not shown.

SMILES	HSP90 inh	IEC-6 cytotox	HIF act	aSyn 5UTR inh	HDAC3 inhib	HSF1 activator	HSF1 inh	Platelet DG rel	AI-2 QS modul	KLF5 inh
COc1ccc(-c2nc(N)ncc2-c2ccc(Cl)cc2)c(O)c1	-1	-8	0.1	31	3	2	-3	-1	27	-41
COC(=O)c1cccc(NC(=S)Nc2cccc(Cl)c2Cl)c1	1	-2	1.7	-69	-4	22	5	4	-5	-37
CCNCc1nc2cc(OC)c(OC)cc2c(=O)[nH]1	3	-5	0.4	-23	0	3	-1	5	33	-26
CCN(CC)c1ccc(C(=O)OCc2c(C)noc2C)cc1	-9	-5	0.4	13	6	2	4	4	36	-24
CCn1nc(NC(=O)COC)c2cc3cccc(C)c3nc21	-2	2	-0.9	41	-15	6	-2	-5	17	-36
O=P(CCCO)(Cc1ccccc1)Cc1ccccc1	-4	7	-0.1	-4	-10	12	-5	1	26	-5
COC(=O)c1cc2c(N)c(C(=O)c3ccccc3)sc2nc1C(OC)OC	5	0	0.6	-12	-3	-7	6	8	-65	-21
CC(=O)c1ccc(OCc2ccc(C(=O)c3ccccc3)cc2)cc1	-4	-3	-0.2	-5	-8	?	26	-2	13	-7
O=C(O)CN1CCN(Cc2ccc(F)cc2Cl)C1=O	0	1	0.2	14	-4	-3	-7	15	4	-20
NS(=O)(=O)c1cccc(NC(=O)CSc2nnnn2-c2ccccc2)c1	1	-1	0.2	18	-2	14	-1	-4	14	-24
COc1ccc(C(=O)CSc2nc3nc(C)cc(C)n3n2)cc1OC	1	-4	-0.2	3	9	9	-3	-2	42	-34
CCOc1cc2[nH]c(=S)n(CCc3ccc(OC)c(OC)c3)c(=O)c2cc1OCC	0	-4	-1.5	28	10	27	-7	-2	-9	-7
O=C(Nc1ccc(S(=O)(=O)N2CCCC2)cc1)c1ccccc1	.	.	-0.3	-25	2	-7	0	.	-37	.
COc1ccc(CN2CCNC(=O)C2CC(=O)N2CCc3ccccc3C2)c(OC)c1 (stereo not drawn)	-5	-2	-0.4	4	-4	-3	-6	8	20	-11
Cc1cc2nc(-c3ccc(SCC(=O)Nc4ccc5c(c4)OCCO5)nc3)[nH]c2cc1C	-1	-1	3.3	-207	0	.	.	0	24	-21
COc1ccc(-n2c3c(cc(C(=O)Nc4cccc(C)n4)c2=O)C(=O)CC(C)(C)C3)cc1	-2	3	.	.	-11	.	.	.	-10	-39
O=S(=O)(c1ccccc1)N1CCSC1c1ccco1 (stereo not drawn)	-2	-2	-0.3	12	.	3	-7	-31	3	-3
CC(=O)CSc1ncnc2sc3c(c12)CCC3	0	3	0.0	20	-3	-8	-9	6	19	-2
NC(=O)C1CCN(C(=O)c2ccc3c(=O)n(Cc4ccco4)c(SCC(=O)c4ccccc4)nc3c2)CC1	4	-1	0.2	9	2	-6	10	26	1	-33
CCOC(=O)N1CCN(C(=O)CCCn2c(=S)[nH]c3ccc(Br)cc3c2=O)CC1	0	-3	0.3	13	2	-2	-4	-2	13	-8
Cc1[nH]c2ccccc2c1N=Nc1cccc(C(=O)O)c1	0	1	2.5	-96	4	12	9	-5	23	-61
COc1cc(C(=O)NC(=S)Nc2ccc([N+](=O)[O-])cc2C)cc(OC)c1OC	-5	-4	-0.2	17	2	14	-5	5	26	-15
O=C(CCN1C(=O)C2C3C=CC(C3)C2C1=O)N1CCN(c2ccccc2Cl)CC1 (stereo not drawn)	-2	-2	-0.6	23	-3	6	-3	0	15	-13
CCc1ccc(-c2cc(C(=O)N/N=C/c3c[nH]c4ccccc34)[nH]n2)cc1	6	8	-15	-3	2	36	2	-13	-2	-95
CCc1nnc(NC(=O)c2ccc(S(=O)(=O)NC3CCCCC3)cc2)s1	1	-3	.	44	0	6	4	-4	31	-33

(listing goes on)
SMILES	HSP90 inh	IEC-6 cytotox	HIF act	aSyn 5UTR inh	HDAC3 inhib	HSF1 activator	HSF1 inh	Platelet DG rel	AI-2 QS modul	KLF5 inh
COC(=O)c1ccc(NC(=O)CCOc2ccccc2)cc1	1	4	0.7	-11	-2	12	15	-5	-4	-21
O=C(CSC1=NCCS1)N1CCN(c2ccccc2)CC1	-2	-4	0.7	-14	-13	7	7	1	20	-35
Cc1ccc(/C=N\NC(=O)CC(=O)NCCc2ccccc2)cc1	-2	-5	-0.3	9	-1	-1	-4	10	.	-20
Cc1cc(NS(C)(=O)=O)c(=O)n(Cc2c(F)cccc2Cl)c1	4	1	0.4	-2	-8	-16	-2	4	24	-33
CCn1c(-c2c(Cl)c(C)nn2C)n[nH]c1=S	3	2	-0.1	4	-1	-4	-2	12	13	2
COc1ccc(-n2c(C)ccc2-c2ccccc2)cn1	-4	1	0.4	-6	3	41	23	4	4	-53
CCOc1ccccc1N1CCN(C(=O)NCc2ccc(Cl)cc2)CC1	-3	1	-0.3	0	-1	-9	-6	-42	11	-1
CCCCC[C@H]1CN(CCc2ccccc2)C(=O)[C@@H]1CC(=O)NCc1ccc(OC)cc1	-1	-2	-1.4	-12	?	13	-1	3	8	-14
CCOC(=O)c1cnc(SC2CC(=O)N(c3ccc(C)cc3)C2=O)nc1N (stereo not drawn)	-3	1	0.1	-22	5	7	1	-4	4	-30
CC(=O)c1ccc(NCCC(=O)c2ccccc2)cc1	-1	-4	2.4	-82	-3	2	24	15	-83*	-40
COc1ccc(Cl)cc1NC(=O)CNc1ccccc1N1CCOCC1	4	-8	-1.1	27	5	44	26	-7	-5	-23
Cc1ccc(S(=O)(=O)Nc2ccc(Cl)cc2C(=O)c2ccc(F)cc2)cc1	1	-1	-0.1	0	-3	5	2	1	25	-13
NC(=O)c1ccccc1NC(=O)NC1CCCCC1	0	8	-0.6	5	5	-16	-3	2	32	-18
CC1OC(Nc2cccc3ccccc23)C(O)C(O)C1O (stereo not drawn)	1	10	1.3	-58	-4	-96	-96*	-2	16	1
Cc1nnc(NCCO)c2ccccc12	1	-1	0.1	-29	20	.	.	-6	7	-29
N/C(Cc1nc(-c2ccc(Cl)cc2)cs1)=N/O	-2	4	3.3	-67	-1	13	1	4	-13	-12
CCCCC1=CC2=C(c3ccco3)C(=O)C(C)(OC(=O)c3ccc(OC)cc3)C(=O)C2=CN1CC(C)C (stereo not drawn)	.	.	-0.2	3	-2	11	0	-2	14	.
O=C(CCC(=O)OCc1ccc(C(=O)Oc2ccccc2)cc1)Nc1cccc2ccccc12	-5	-4	0.1	11	4	11	4	-3	20	-5
COc1ccc(-c2nn(-c3ccccc3)cc2C(=O)NC(=S)NNC(=O)c2ccncc2)cc1	4	25*	0.7	73*	3	.	.	9	32	20
N#CC1=C2N=C(N)c3ccccc3N2C2=C(C(=O)CCC2)C1c1ccc(F)cc1 (stereo not drawn)	-4	4	-0.7	22	4	-3	-3	-10	2	-4
COc1ccc(S(=O)(=O)N(CCCN2CCCC2=O)Cc2cc3c(C)ccc(C)c3[nH]c2=O)cc1	-3	-1	0.6	11	-11	-35	-20	1	19	2
COc1cccc(C(=O)Nc2nnc(S(=O)(=O)Nc3cccc(C)c3)s2)c1	0	1	0.1	-2	.	-3	5	3	25	4
CC(=O)Nc1ccc(C(=O)Nc2ccc(S(=O)(=O)N3CCOCC3)cc2)cc1	0	-6	-26	-56	3	-9	-14	-6	29	-26
Cc1ccc(NC(=O)c2nnn(CC(=O)Nc3ccccc3)c2N)cc1C	-3	-1	0.5	-9	6	8	8	-2	25	-12
O=C(COC(=O)c1ccncc1)Nc1cc(Cl)ccc1Cl	2	-3	-0.4	20	-1	6	-1	-11	20	-12

(further entries)
SMILES	HSP90 inh	IEC-6 cytotox	HIF act	aSyn 5UTR inh	HDAC3 inhib	HSF1 activator	HSF1 inh	Platelet DG rel	AI-2 QS modul	KLF5 inh
COc1ccc(-c2noc(N3CCCC(C(=O)Nc4cc(F)ccc4F)C3)n2)cc1 (stereo not drawn)	-2	2	0.1	-38	1	-16	8	-4	13	-61
CCOc1ccc(-n2c(SCc3nc(-c4ccc(C)cc4)no3)nnc2-c2ccncc2)cc1	3	4	-1.1	30	9	-22	-8	-2	4	-9
O=C(NC1CC1)C1=C[C@@H](C2CCCCC2)C[C@@H](OCCCCO)O1	5	4	-0.2	-19	-2	-1	7	11	-13	-4
O=C(Nc1c(C(=O)O)[nH]c2ccc(F)cc12)c1cccc(C(F)(F)F)c1	-6	2	0.1	-7	2	14	6	-2	25	-13
CCn1c2c(c3cc(Cl)ccc31)CCCC2=O	64*	8	0.3	10	5	2	-1	-27	9	-22
Cc1cc(Cl)c2oc(C(=O)NCCN3CCOC3=O)c(C)c2c1	-10	-9	0.0	-22	-2	-2	2	-1	6	-53
NC(=O)c1c(NC(=O)Cn2nc(C(=O)O)c3ccccc3c2=O)sc2c1CCC2	4	5	-11	5	-1	-3	2	-9	15	-18
CCOC(=O)c1c(C)c(C(=O)NCc2ccc3c(c2)OCO3)c(C)n1CC	-2	3	0.3	-5	-7	-1	-6	-1	25	4
CCOc1ccc(NC(=O)c2ccccc2OC)cc1	-2	8	4.3	-140	-2	5	9	13	13	-37
CCOc1ccc(N2CC(C(=O)Nc3ccccc3C(=O)N3CCOCC3)CC2=O)cc1 (stereo not drawn)	-4	-2	-0.2	-1	6	-15	-11	-3	28	-11
c1ccc(-c2noc(COc3ccc4c(c3)OCO4)n2)cc1	-4	-4	2.2	-192	-2	55*	46	-5	6	-32
O=C(NNc1ccccc1F)c1ccccc1	-3	26*	-0.4	3	-5	-1	-1	-1	21	-2
Cc1ccccc1S(=O)(=O)Nc1nc2ccccc2nc1N1CCOCC1	0	-4	0.2	6	-6	1	-6	3	18	18
CCCCn1c(SCn2nnc3ccccc3c2=O)nc2cc(S(N)(=O)=O)ccc21	-3	-7	-0.2	20	5	16	9	-6	12	-5
Cc1cc(N2CCN(C(=O)Nc3ccc(F)cc3F)CC2)c2ccccc2n1	6	9	0.7	-19	3	1	-11	-2	11	-45
Cc1ccc(NC(=O)CCc2c[nH]c3ccccc23)nc1	-4	70*	2.0	2	-12	-1	9	-2	8	51
O=S(=O)(NC1=NCCCCC1)c1ccc2sc(NS(=O)(=O)c3ccc4ccccc4c3)nc2c1	-1	-8	-0.4	-13	-7	6	1	-20	-14	-60
CC(=O)C1=C(O)C(=O)N(c2ccc(C)cc2)C1c1ccc([N+](=O)[O-])cc1 (stereo not drawn)	1	1	0.2	27	4	17	2	0	-6	-35
COc1cccc(NC(=O)[C@@H](NC(=O)N2CCn3c2nc2ccccc23)C(C)C)c1	2	3	-0.2	13	10	20	-1	2	13	-7
CCN(CC(=O)Nc1c(F)cccc1F)C(=O)CCCOc1ccc(OC)cc1	.	.	0.1	-3	?	-2	-2	1	15	.
Cn1nc(C(C)(C)C)c([N+](=O)[O-])c1C(=O)NCCO	-2	2	-0.6	21	-10	-12	-3	5	9	-31
O=C(COC(=O)c1cc([N+](=O)[O-])ccc1N1CCOCC1)NC1CCCCC1	.	.	0.0	9	3	-25	1	2	29	.
COC(=O)[C@H](CC(C)C)NC(=O)NC1CCCCC1C (stereo partly drawn)	-2	3	0.1	-8	-1	8	-5	3	8	-9
COc1cccc(NC(=O)N2CCOCC2)c1	0	4	1.3	-19	-9	3	-3	12	12	1

Screens deposited in PubChem BioAssay by several laboratories.
